Screening results as filed in PubChem.
T cell HTS = T cell immune modulation candidate; 2C CD8+ T cell-vesicle binding, flow cytometry; active compounds read low; calls only at 7 µM; hit rate 0.068% among 330,000; AID 2052;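 active = response, share of CD8 T cells binding vesicles, and their 90th percentile fluorescence all below set limits, cut at about 80% in these data, passing the limit was not always enough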
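Also added: QL9-peptide-loaded Drosophila micro-vesicles bearing Ld, ICAM-1 and B7-1; Test system: purified 2C TCR transgenic mouse naive CD8+ T cells; Measured by: cytometric PE anti-B7-1 and Alexa647 anti-CD8 signals after 1% paraformaldehyde fixation; Timing: binding step 1.5 h, 37 °C, antibody labelling 20 min, ice.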
Hep lipid drop = modulators of hepatic lipid droplet formation. AML12 mouse hepatocytes, oleate lipid droplets, BODIPY imaging. hit rate 0.4% among 240,000. inhibition, % at 6.5 µM;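 active = lipid droplet intensity inhibited by at least 50%, with more than 500 cells counted; inconclusive = wells with under 300 cells, treated as cytotoxic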
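Material: mouse AML12 hepatocyte cell line, fixed after treatment; Timing: compound with oleate, overnight; Technique: high-content imaging of BODIPY-stained droplets and DAPI nuclei; Probe or stimulus: oleate, 100 µM final; Dosing: compound at 6.5 µM only.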
Autophagy HCS = alters autophagy in cells. MEF GFP-LC3 puncta imaging; test concentration mostly 10 µM. calls only at 10 µM (by protocol). hit rate 0.98% among 190,000. AID 463193;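 active = percentage of spot-positive cells more than 3 SD above its plate mean, without a fluorescence outlier flag or 80% toxicity; inconclusive = no clear call, values can overlap the other calls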;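 note: spot-positive cell cutoff set from DMSO-treated cells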
Myeloid diff 2 = compounds promoting myeloid differentiation; ER-HoxA9 myeloid progenitors, lysozyme-GFP differentiation, flow cytometry; calls only at 10 µM; hit rate 1% among 360,000; AID 624256;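 active = normalized GFP-positive differentiation at or above the plate's own cutoff, the solvent-only control mean plus 3 SD; inconclusive = no clear call, values can overlap the other calls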;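 note: cells exposed to compound for four days before flow analysis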
WT yeast gro inh = growth inhibition of WT yeast, mitochondrial fusion screen; mitochondrial fusion phenotypic screen, WT strain; inhibition, % at 10 µM; hit rate 2.1% among 190,000; AID 1362; in the data active = inhibition above about 58%; tested in S. cerevisiae
Insulin prom up = MIN6 insulin promoter up-regulation. MIN6 insulin promoter-GFP reporter, high-content imaging; active compounds read high. z-score at 5 µM. hit rate 0.3% among 190,000. AID 1625;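 active = z-score above 3 at 5 µM with at least 500 cells counted in the well; inconclusive = wells under 500 cells, flagged as cytotoxic or low count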
West Nile antiviral = inhibition of WNV-induced cytopathic effect – cell-based, CPE readout (AID 1621). West Nile virus-infected cells, CPE inhibition; higher % means a stronger effect. one-dose CPE inhibition, % at 10 µM; IC50 in µM for titrated hits. hit rate 0.02% among 290,000; in the data active = a potency from the dose series; inconclusive = CPE inhibition mostly from about 3.7% at the one dose, without a potency; inactive = the rest, 99 in 100 with CPE inhibition below about 2.2%; note: strong numbers were not always called active
MT stabilizer = microtubule stabilization, imaging screen. HeLa tubulin immunostaining HCS, 24 h; share of cells brighter than vehicle mean+2SD. % tubulin-high responders, % at 10 µM. hit rate 0.83% among 200,000;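 active = plate Z-score above 3 for both tubulin-high and condensed-nucleus cell shares, with cell loss under 80%, at 10 µM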;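 note: anti alpha tubulin signal scored within the nucleus-defined area of each cell; some results filed as inactive read as strong as hits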
b-catenin transl = beta-catenin nuclear translocation modulation; HeLa beta-catenin nuclear translocation, immunofluorescence imaging; nuclear translocation activity, % at 5 µM; hit rate 0.3% among 190,000; AID 1665;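 active = nuclear translocation activity above 50% at 5 µM, with a well cell count of 50 or more; inconclusive = wells under 50 cells across six images, flagged as toxic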;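 note: per-cell ratio of nuclear to cytoplasmic median beta-catenin stain intensity; plate controls were DMSO negative control for no effect and GSK-3 inhibitor IX positive control for full effect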
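Test system: HeLa cells, endogenous beta-catenin; Compound: single 5 µM dose plus 0.02–20 µM confirmation series; Times: compound exposure 24 h at 37°C; Signal: fluorescence imaging of beta-catenin antibody stain plus DAPI; Read-out: % activation, nuclear-to-cytoplasmic median beta-catenin signal ratio per cell.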
WT yeast gro inh mutant strain = further read-out of WT yeast gro inh, marked with its call; inhibition, %; mitochondrial fusion phenotypic screen, mutant strain inhibition
Insulin prom up cell count = recorded beside Insulin prom up, whose call it bears; cell count; measured here: cytotoxicity, nuclei count;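 total cells summed across four imaged fields per well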
Hep lipid drop cells 6.5 µM = second read-out of Hep lipid drop, no call of its own (marks repeat the call); cell count; measured here: cell count, cytotoxicity flag;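 cells counted across two imaged fields per well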
b-catenin transl cell count 5 µM = further read-out of b-catenin transl, marked with its call; cell count; measured here: cell count, cytotoxicity flag
T cell HTS vesicle-bound % = also measured in T cell HTS; calls as there; double positive events, %; measured here: CD8+ vesicle-bound cell fraction;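 binding gate set so that unloaded-vesicle control wells show 10% double positive cells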
MT stabilizer Hoechst-high % = recorded beside MT stabilizer, whose call it bears; % Hoechst-high responders; measured here: nuclear condensation Hoechst responders;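 share of cells brighter than vehicle mean plus two SD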
MT stabilizer cytotoxicity % = second read-out of MT stabilizer, no call of its own (marks repeat the call); toxicity, %; measured here: cytotoxicity by cell density;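 0% = mean cell density of plate MIN control wells and 100% = no cells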
Autophagy HCS cell loss 18 h = also measured in Autophagy HCS; calls as there; toxicity, %; measured here: cell loss, nuclei count;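 cell loss after 18 h compound exposure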
Myeloid diff 2 GFP+ MAC1+ % = recorded beside Myeloid diff 2, whose call it bears; GFP+ MAC1+ double positive, %; measured here: differentiation confirmed by MAC1 staining
* marks the source's active call; other numbers are inactive results; i = inactive; ? = inconclusive; . = not tested or not shown; + = active, no number.

SMILES	T cell HTS	T cell HTS vesicle-bound %	Hep lipid drop	Hep lipid drop cells 6.5 µM	Autophagy HCS	Autophagy HCS cell loss 18 h	Myeloid diff 2	Myeloid diff 2 GFP+ MAC1+ %	WT yeast gro inh	WT yeast gro inh mutant strain	Insulin prom up	Insulin prom up cell count	West Nile antiviral	MT stabilizer	MT stabilizer Hoechst-high %	MT stabilizer cytotoxicity %	b-catenin transl	b-catenin transl cell count 5 µM
Nn1c(SCC(=O)Nc2ccc(F)cc2)nnc1C1CCCCC1	i	35.6	0.3	721	i	-8.7	i	0.8	7.2	-65.1	-0.12	914	-1.2%	5.5	2.6	6.8	-5.0	1189
O=C(O)COCC(=O)Nc1ccc2c(c1)CCC2	i	33.3	.	.	i	4.7	i	7.9	1.4	-4.2	1.64	1282	0.9%	4.4	2.9	5.7	-3.4	776
CC(=O)c1cccc(OCc2cc(C(=O)NC(C)Cc3cccnc3)no2)c1 (stereo unspecified)	i	34.7	-4.6	836	.	.	i	0.9	.	.	.	.	-1.3%	.	.	.	.	.
COc1ccc(-c2nn(-c3ccccc3)cc2C(=O)N(C)C)cc1	i	61.1	0.7	792	.	.	i	0.8	.	.	.	.	-0.8%	.	.	.	.	.
COc1ccc(N(CC(=O)NCC2CCCO2)C(=O)CCC(=O)Nc2cc(C)on2)cc1OC (stereo unspecified)	i	37.2	11.9	837	.	.	i	2.9	.	.	.	.	-0.1%	.	.	.	.	.
CC1CCCC(C)N1CCNC(=O)C1CCN(S(=O)(=O)N2CCCCC2)CC1 (stereo unspecified)	i	26.4	-9.1	706	i	-5.1	i	1.7	-5.9	-1.4	-0.26	1171	-0.5%	3.6	2.3	18.5	-1.1	1092
O=C(NC(=S)N1CCCc2ccccc21)c1ccc(Br)cc1	i	13.9	-6.4	656	i	8.6	i	1.7	48.2	21.2	0.86	1533	-0.8%	2.7	2.8	7.8	-1.0	1010
CNC(=O)NC(=S)NC(=O)c1ccccc1Cl	i	44.2	.	.	i	7.3	i	0.5	-6.9	-1.9	-0.23	1320	-0.1%	2.9	2.0	5.2	-1.3	1056
c1ccc(-n2nnc3cnccc32)cc1	i	54.6	.	.	i	-2.7	i	0.3	22.5	-1.9	.	.	1.1%	6.7	2.8	0.7	.	.
O=C(NC(=S)N(CCO)Cc1ccccc1)c1ccc(F)cc1Cl	i	54.7	-2.8	837	.	.	i	0.5	.	.	.	.	-0.1%	.	.	.	.	.
CCN(Cc1ccccc1)C(=O)Cn1c(=O)n(CC(=O)NCc2ccco2)c(=O)c2sccc21	i	14.6	.	.	i	3.3	i	0.2	-8.5	-6.8	-0.17	1560	0.1%	2.4	1.5	8.5	-0.7	1423
O=C(NCCCc1ccccc1)C(=O)NCC1OCCN1S(=O)(=O)c1cc(F)ccc1F (stereo unspecified)	i	22.8	8.2	725	.	.	i	0.6	.	.	.	.	-1.3%	.	.	.	.	.
Cc1ccc(Cn2nc(C)c(NC(=O)CSc3nc4c(c(C(F)(F)F)n3)CCc3ccccc3-4)c2C)cc1	i	41.4	-14.6	615	i	-0.2	i	1.0	-15.5	-38.0	-0.89	1493	-0.8%	3.0	1.8	5.0	-0.6	1059
Cc1cc(C)n(C(=O)c2ccc(C)c(Br)c2)n1	i	25.6	1.5	673	.	.	i	0.7	.	.	.	.	-0.4%	.	.	.	.	.
Brc1ccc(-c2cnc(-c3cccs3)o2)cc1	i	25.8	.	.	i	0.3	i	1.3	3.1	9.6	-0.8	1539	1.4%	6.5	4.6	2.3	-5.6	964
COc1ccc(-c2ccc(Nc3ccc(S(=O)(=O)N4CCCC4)cc3)nn2)cc1OC	i	31.8	-5.3	726	i	-2.2	i	0.4	-6.8	-6.2	.	.	0.5%	4.7	3.0	0.3	0.0	1227
O=C(CNC(=O)c1ccco1)OCC(=O)c1ccc(Cl)cc1	i	62.5	-16.1	605	i	-3.4	i	0.2	-7.1	-12.6	0.98	1374	0.1%	1.6	1.3	5.8	0.2	1566
C[C@@H](C(=O)NCCc1c[nH]c2ccccc12)[C@H]1C[C@]1(C)[C@H](NC(=O)OCc1ccccc1)c1ccccc1	i	16.5	-16.7	624	i	20.8	i	1.3	22.2	-8.2	-2.76	929	-0.6%	4.6	2.0	3.5	.	.
O=C(Cc1ccccc1)c1c[nH]c(C(=O)O)c1	i	45.2	-1.0	726	i	20.1	i	0.3	3.2	-2.1	-0.16	1208	0.8%	2.0	1.1	7.0	-0.5	1071
Cc1ccc(NC(=O)c2ccc(NCCN)c([N+](=O)[O-])c2)cc1Cl	i	41.0	28.6	675	i	-3.5	i	0.1	-7.7	-13.1	.	.	-1.2%	3.4	2.3	4.4	5.4	795
Cc1cc(=O)oc2cc(OCC(=O)OCC(=O)NC(=O)NC(C)C)ccc12	i	35.3	19.6	708	i	14.4	i	0.4	13.0	-6.3	0.07	1549	-0.3%	1.9	2.3	1.4	-0.4	1059
CN1CCN(C(=O)c2ccc(CSc3nc4ccncc4n3Cc3ccc(F)cc3)cc2)CC1	i	29.6	-2.0	730	i	-7.5	i	3.0	-20.3	-7.2	-0.53	1257	0.2%	6.2	2.1	5.8	-0.6	517
CCOc1ccc2nc(SCC(=O)N3c4ccccc4Sc4ccccc43)c(C#N)cc2c1	i	34.7	18.8	590	i	-4.9	+	7.1*	-2.1	-13.1	0.73	1275	-0.4%	3.1	5.0	11.2	-2.6	545
CCOC(=O)C1(Cc2ccc(OC)cc2)CCN(C(=O)c2cc3ccccc3[nH]2)CC1	i	61.6	-4.6	703	i	25.7	i	0.4	49.0	-2.8	-2.16	751	-0.8%	4.4	2.5	7.0	-1.6	1112
COc1ccc(-c2nn(CCC#N)cc2C=C(C#N)C#N)cc1	i	38.2	5.2	656	.	.	i	0.8	.	.	0.18	1023	0.0%	.	.	.	-0.2	1359
CCOc1ccc2nc(SCC(=O)N(C)C3CCS(=O)(=O)C3)[nH]c2c1 (stereo unspecified)	i	14.0	.	.	i	-1.2	i	0.1	3.4	-10.2	0.22	1470	0.1%	1.7	1.5	7.3	2.4	1479
CC(C)CCNC(=O)Cc1csc(-c2ccccc2)n1	i	42.2	-3.3	778	i	4.0	i	0.3	-12.1	5.9	-0.43	1332	-0.3%	3.7	2.1	8.8	-0.9	1051
Cc1nn2c(N3CCN(CCO)CC3)c3c(nc2c1-c1ccccc1)CCCC3	i	43.8	37.5	663	.	.	i	0.8	.	.	-0.18	1000	0.0%	.	.	.	0.9	1307
CC(C)NC(=O)Cn1cc(C(=O)C2CC2)c2ccccc21	i	59.2	-9.0	704	i	5.7	i	0.3	-14.7	-4.6	-0.28	1538	0.5%	2.1	1.6	11.3	0.3	997
Fc1ccc(C(c2ccc(F)cc2)N2CCN(C/C=C/c3ccccc3)CC2)cc1	i	15.6	-5.3	707	i	20.8	?	.	81.7*	77.7*	.	.	0.5%	4.7	2.7	7.4	.	.
O=C(O)c1cc([N+](=O)[O-])ccc1Nc1ccccc1	i	66.0	-0.2	653	i	7.2	?	.	-8.0	9.9	0.11	1190	0.8%	1.3	4.9	11.2	0.4	946
c1ccc(C2CC(c3ccccc3)n3c(nc4ccccc43)N2)cc1 (stereo unspecified)	i	44.8	-1.5	618	i	16.0	i	0.8	7.0	14.6	0.72	1493	-0.7%	2.5	1.1	6.1	-1.1	1076
COCc1cc(CN(C)C(=O)c2oc3c(F)cccc3c2C)[nH]n1	i	16.5	5.1	770	.	.	i	1.2	.	.	.	.	-0.5%	.	.	.	.	.
CCCCn1c(SCC(=O)NCc2ccco2)nc2cc(S(N)(=O)=O)ccc21	i	41.2	1.7	727	i	-2.4	i	0.4	-0.8	-5.4	0.92	808	0.1%	3.0	2.5	4.1	0.0	1052
Cc1ccc(Cn2ncc3c(N4CCN(C5CCCC5)CC4)ncnc32)cc1	i	21.4	8.1	746	i	5.4	i	0.8	19.8	10.0	-0.5	1349	-0.3%	2.0	2.3	3.3	0.2	1034
CC(CNC(=O)COc1ccccc1)OC(=O)Nc1cccc(Cl)c1 (stereo unspecified)	i	61.4	-10.4	596	i	2.0	i	0.0	15.2	9.7	-0.1	1386	-1.5%	2.3	3.5	5.4	0.3	1058
CCn1c(=O)cc(OCC(=O)NCc2ccco2)c2ccccc21	i	33.7	.	.	i	54.3	i	1.4	-1.6	-2.6	-0.41	1634	0.6%	8.6	3.6	8.2	-2.6	971
Cc1ccccc1/C(N)=N/OC(=O)/C=C/c1ccccc1	i	13.5	1.4	762	i	-16.5	i	1.3	-4.3	-7.5	0	1355	0.3%	1.6	2.1	8.4	0.7	1190
Cc1cc(C)cc(N(CC(=O)Nc2cccc(C)n2)S(=O)(=O)c2c(C)noc2C)c1	i	57.4	-18.4	723	.	.	i	10.1	7.2	6.9	.	.	-0.3%	3.9	1.3	3.4	7.8	859
O=C(Nc1ccc(Cl)cc1)[C@@H]1[C@@H]2C(=O)N(c3ccc(Cl)cc3Cl)C(=O)[C@@H]2[C@H]2C=CC=NN21	i	26.7	16.4	857	i	2.6	.	.	12.1	18.8	0.75	864	0.1%	2.1	1.5	13.1	10.4	1130
O=C(CS(=O)(=O)Cc1ccccc1)NCC1CCCO1 (stereo unspecified)	i	32.7	-1.9	672	i	-3.5	i	1.3	3.9	6.7	-0.17	1217	0.1%	1.6	2.0	17.7	.	.
